PAX8 inh HTS: lowers PAX8-driven luciferase in RMG-I cells. RMG-I TPO-luciferase reporter, SteadyGlo, 24 h. inhibition, % at 12.6 µM. hit rate 1.2% among 360,000;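 active means mean replicate inhibition at least 60% with every replicate also reaching 60%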;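 further: luciferase light reporting Pax8 driven TPO promoter activity; plate controls were median of neutral control wells for no effect and mitoxantrone controls for full effect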
PGC1a acetyl inh: modulators of PGC1a acetylation. U2OS PGC1a acetylation, AlphaScreen anti-acetyl-lysine; with virally co-expressed GCN5 acetyltransferase. inhibition, % at 15.6 µM. hit rate 0.17% among 350,000. AID 651687;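 active means every replicate shows inhibition of at least 40%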;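 further: 0% = neutral control wells and 100% = positive control wells; some results beyond the cut were filed as inactive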
miR-122 sensor: inhibitors of miR-122 in Huh7 cells | Huh7 miR-122 Renilla luciferase sensor, 48 h; neutral wells = 0, positive control = 100 | activation (reporter increase), % at 12.5 µM | hit rate 0.3% among 340,000 | AID 602342;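 active means mean replicate activation score at least 90 and every replicate individually at or above 90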;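 further: higher luciferase means less miR-122 activity so hits act as miR-122 inhibitors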
Cneo AK release: causes C. neoformans cell lysis | adenylate kinase release luminescence, 4 h; normalised: neutral wells 0, clomiphene wells 100 | lysis activity, % at 15 µM | hit rate 0.2% among 360,000;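 active means mean lysis activity across replicates of at least 80%, whatever share of replicates individually reach that level; inactive means mean lysis activity below 80%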
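Assay system: Cryptococcus neoformans yeast cells / Dosing: single-point compound dose / Timing: 4 h at 37 °C static, read 1 h later / Measured by: luminescence of released adenylate kinase using an AK detection reagent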
LGR2 inh: inhibitors of bursicon-induced Drosophila LGR2 receptor cAMP signaling; hit rate 0.35% among 380,000; inhibition, % at 9.99 µM; HEK293 LGR2, CRE-luciferase, bursicon-stimulated, 4 h; AID 720647;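 active means drop in luminescence signal, shown as inhibition above about 50% in the replicate tests, limit read from the data, passing the limit was not always enough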;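 further: agonist challenge used bursicon conditioned medium at about half maximal strength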
Casp6 inh: caspase-6 (human) enzyme inhibition; P55212; purified caspase-6, Z-VEID-R110 cleavage fluorescence; inhibition, % at 12.5 µM; hit rate 0.53% among 350,000; AID 686996;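 active means mean inhibition across replicates at least about 35%, with every replicate also reaching that limit, limit read from the data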;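 further: 0% = median of neutral control wells and 100% = no fluorescence left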
Target sequence (P55212 24-179 limits assumed): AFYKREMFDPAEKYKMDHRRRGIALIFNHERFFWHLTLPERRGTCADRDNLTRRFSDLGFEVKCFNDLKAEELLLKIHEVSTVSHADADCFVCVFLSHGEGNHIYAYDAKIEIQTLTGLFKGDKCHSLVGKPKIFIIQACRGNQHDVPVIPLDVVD
Target sequence (P55212 194-293 limits assumed): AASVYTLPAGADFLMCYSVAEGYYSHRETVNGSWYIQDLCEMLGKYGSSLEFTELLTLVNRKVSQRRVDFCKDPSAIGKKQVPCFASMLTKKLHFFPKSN
FN deposit inh: fibronectin deposition inhibition; AH1F fibroblasts, Alexa488-fibronectin deposition fluorescence, overnight; inhibition, % at 12.6 µM; hit rate 0.086% among 350,000; AID 743247;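 active means mean inhibition across replicates of 30% or more, regardless of how many single replicates reach that level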;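 further: positive control wells lacked labelled fibronectin entirely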
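material = AH1F fibroblast monolayer depositing Alexa488-labelled fibronectin into matrix | amount = 10000 AH1F cells/well | buffer or medium = DMEM plus 2% serum, read in PBS | incubation = 1 h cell adhesion before compound, then overnight fibronectin incubation | detection = fluorescence at 485 nm excitation, 525 nm emission | evaluation = percent inhibition as loss of matrix-bound fibronectin fluorescence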
EWS-Fli inh: inhibitors of EWS/Fli oncoprotein transcriptional activity; A673 NR0B1-luciferase reporter, viability-normalised; inhibition, % at 12.6 µM; hit rate 0.67% among 350,000;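 active means mean inhibition of at least 50% after viability correction, with every replicate also passing that limit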;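 further: firefly luciferase signal divided by Alamar Blue viability fluorescence both relative to DMSO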
* = called active by the depositor; · = not tested or not shown; & = joins results of further samples; ! = a repeat was not active; [ ] = dose if it differs, or a comment.

SMILES	PAX8 inh HTS	PGC1a acetyl inh	miR-122 sensor	Cneo AK release	LGR2 inh	Casp6 inh	FN deposit inh	EWS-Fli inh
CC(C)NC(=O)N(C)C[C@H]1Oc2ccc(NS(=O)(=O)c3cn(C)cn3)cc2C(=O)N([C@H](C)CO)C[C@H]1C	·	-5	-5[16.7 µM]	-1	21	2	-4	-8
O=C(CN1c2cccc3cccc(c23)S1(=O)=O)Nc1ccccc1F	8	2	-1	-2	-15	8	4	0
O=C(OC[C@@H]1[C@H]2c3ccccc3OC1(CO)N=C1SCc3ccccc3CN12)c1ccccc1	17	1	·	-1	·	-1	·	9
CNC[C@H]1Oc2ccc(NC(=O)CCN3CCOCC3)cc2C(=O)N([C@H](C)CO)C[C@@H]1C	1	10	-6[16.7 µM]	-3	-7	3	-4	6
COc1ccc2c3c([nH]c2c1)[C@@H](CO)N(C(C)=O)CC31CCN(C(=O)Nc2c(C)noc2C)CC1	·	13	·	·	-10	0	·	1
CN1C(=O)c2cc(NC(=O)C3CCCC3)ccc2OC[C@H]2O[C@@H](CC(=O)NCCc3ccncc3)CC[C@@H]21	-8	-4	·	·	8	1	0	3
Cc1ccc(COC(=O)c2cccc(S(=O)(=O)N3CCCCC3)c2)cc1	-1	-5	-2	·	-3	5	9	2
c1ccc(-n2nnnc2SCc2cn3ccccc3n2)cc1	-2	-2	·	-1	·	·	-2	·
O=C(NCCc1nc2ccccc2[nH]1)c1ccc(F)cc1	·	-9	-2	3	·	-2	·	-8
CC1(c2ccc(Cl)cc2)NC(=O)N(CC(=O)Nc2ccc3c(c2)OCO3)C1=O (stereo unspecified)	-7	-7	1	0	-9	6	-6	6
O=S(=O)(c1cc(Cl)cc(Cl)c1O)N1CCC2(CC1)OCCO2	0	2	33	1	17	-1	8	8
Cc1ccc(CN2CCNC(=O)C2CC(=O)N(Cc2c(C)nn(C)c2C)C2CC2)o1 (stereo unspecified)	5	-14	-11	·	-9	1	-2	8
COc1ccc(S(=O)(=O)Nc2ccc3c(c2)CC(=O)N([C@H](C)CO)C[C@@H](C)[C@@H](CN(C)S(=O)(=O)c2cn(C)cn2)O3)cc1	-6	2	0[16.7 µM]	2	15	·	1	-1
COc1cc(/C=N/NC(=O)c2ccc(C)nc2)cc([N+](=O)[O-])c1O	10	2	0	·	·	8	3	-4
COc1ccc(CNC(=O)C[C@@H]2CC[C@H]3[C@@H](COc4ccc(NC(C)=O)cc4C(=O)N3C)O2)cc1	1	-4	-1[16.7 µM]	3	6	-1	-11	-4
C[C@H]1CN([C@@H](C)CO)C(=O)Cc2cc(NC(=O)Nc3cccc4ccccc34)ccc2O[C@@H]1CN(C)CC1CC1	·	0	3[16.7 µM]	-7	6	-2	4	-1
C[C@H](CO)N1C[C@H](C)[C@@H](CN(C)Cc2ccc(Oc3ccccc3)cc2)Oc2c(NC(=O)NC3CCCCC3)cccc2C1=O	·	-13	13[16.7 µM]	2	5	2	5	5
Cc1noc(C)c1NC(=O)Nc1ccc2c(c1)C(=O)N([C@H](C)CO)C[C@@H](C)[C@H](CN(C)Cc1ccc(C(=O)O)cc1)OCCCC[C@@H](C)O2	6	9	17[16.7 µM]	-1	18	·	·	-1
Nc1nc(SCC(=O)N2CCCCC2)[nH]c(=O)c1NC(=O)c1cccs1	0	-1	-5	5	-18	-7	-6	-10
Cc1cc(C(=O)Nc2cccc3c2O[C@H](CN(C)C(=O)NC(C)C)[C@H](C)CN([C@H](C)CO)C3=O)n(C)n1	-11	-12	4[16.7 µM]	1	8	-1	-1	-1
C[C@@H]1CCCCO[C@@H](CN(C)Cc2ccccc2)[C@@H](C)CN([C@H](C)CO)C(=O)c2cc(N(C)C)ccc2O1	-18&10&7	9&8&2	1	1&1	5&19	-4&-1&4	0	1&-6
C[C@@H]1CCCCO[C@H](CN(C)S(=O)(=O)c2ccc(F)cc2)[C@H](C)CN([C@H](C)CO)C(=O)c2cc(NS(=O)(=O)c3ccc(Cl)cc3)ccc2O1	45	-14	-11[16.7 µM]	-4	8	-1	-3	6
Oc1ccc(-c2cnns2)c(O)c1	14	·	·	·	26	15	0	22
Cn1cnc(S(=O)(=O)Nc2ccc(OC(F)(F)F)cc2)c1	3	15	·	·	8	-2	-8	-9
Cc1nn(Cc2c(Cl)cccc2Cl)c(Cl)c1/C=N/NC(=O)c1cccnc1	-60	·	·	·	-48	-3	9	-19
CCOc1ccc2nc(SCC(=O)NCc3ccc(S(N)(=O)=O)cc3)sc2c1	15	·	·	0	-19	3	-6	-21
CCn1cc(C(=O)O)c(=O)c2cc(F)c(N/N=C/c3ccccc3)cc21	32	·	-6	-4	-3	·	12	·
C[C@@H]1CN([C@H](C)CO)C(=O)c2cc(C#Cc3cccnc3)cnc2O[C@@H]1CN(C)Cc1ccncc1	14	0	-5[16.7 µM]	0	10	-4	-10	10
Cc1c(O)ccc(/C(Cc2ccc3ccccc3n2)=N\N)c1O	-19	-21	·	·	-21	1	-1	10
Nc1cc(Cl)ccc1C(=O)OCC(=O)NCC1CCCO1 (stereo unspecified)	8	-7	12	6	-10	-2	-7	1
C[C@@H](O)C#Cc1ccc([C@@H]2[C@H](CO)N3CCCCN(CC4CCOCC4)C[C@@H]23)cc1	-4	10	-5[16.7 µM]	0	6	-5	·	-8
C[C@H](CO)N1C[C@H](C)[C@@H](CN(C)C(=O)NC2CCCC2)Oc2ncc(-c3ccc(F)cc3)cc2C1=O	4	6	-3[16.7 µM]	10	-4	2	9	3
O=C1c2ccc(-c3ccc4c(c3)C(=O)N(CCO)C4=O)cc2C(=O)N1CCO	16	·	·	·	2	-6	1	2
COc1ccc(S(=O)(=O)N(C)C[C@H]2Oc3ccc(NS(=O)(=O)c4ccccc4)cc3C(=O)N([C@H](C)CO)C[C@H]2C)cc1	-4	5	31[16.7 µM]	0	-6	·	·	6
CCCCC(OC(=O)c1cc2occc2n1C)C(=O)NCC1CCCO1 (stereo unspecified)	·	·	3	0	6	0	·	8
N#CNC(=Nc1ccccc1F)SCc1ccc(C(=O)O)cc1	-2	2	·	·	10	-1	0	5
CC(C)=NOC(=O)c1ccc(-c2ccccc2)cc1	1	8	0	0	-1	·	-2	·
Cc1ccc(S(=O)(=O)N2CCN(C(=O)COC(=O)CCOc3ccccc3C)CC2)c(C)c1	-7	4	-2	·	-15	9	0	-7
O=C(O)C1CC(O)CN1S(=O)(=O)c1cccs1 (stereo unspecified)	2	13	-9	0	·	·	4	·
COc1cc2ccccc2cc1C(=O)Nc1ccc(CN2CCOCC2)cc1	-80	·	-1	0	-36	-4	3	-101
O=c1[nH]c2ccc(S(=O)(=O)N3CCN(c4ccccc4)CC3)cc2[nH]c1=O	·	20	-3	0	15	2	·	5
O=C(NCc1ccc2c(c1)OCO2)c1ccc(Br)o1	1	3	2	1	-19	-2	12	-10
C[C@H]1CN([C@@H](C)CO)C(=O)c2cc(NS(=O)(=O)c3cccs3)ccc2O[C@H]1CN(C)C(=O)Nc1ccccc1	-9	2	-11[16.7 µM]	-4	7	1	·	8
CO[C@@H]1CN(C)C(=O)c2cc(NC(=O)NC(C)C)ccc2OC[C@H](C)NC[C@@H]1C	-20	14	-2[16.7 µM]	55	-2	·	-3	11
Cc1ccsc1C(=O)N1CCCC(CO)(Cc2ccccc2F)C1 (stereo unspecified)	8	7	17	0	1	0	2	-1
COc1ccc(-c2nnn(CC(=O)NCCc3c[nH]c4ccccc34)n2)cc1OC	5	-9	0	18	·	·	·	·
COc1cc(CNCCNC(=O)c2nonc2N)ccc1OCc1ccc(Cl)nc1	-9	2	-7	1	9	·	2	-17
CCC(CC)C(=O)Nc1nnc(S(=O)(=O)N2CCc3ccccc32)s1	9	-6	-1	24	6	0	4	14

The final 4 compounds of the section above open the next one.
SMILES	PAX8 inh HTS	PGC1a acetyl inh	miR-122 sensor	Cneo AK release	LGR2 inh	Casp6 inh	FN deposit inh	EWS-Fli inh
Cc1ccsc1C(=O)N1CCCC(CO)(Cc2ccccc2F)C1 (stereo unspecified)	8	7	17	0	1	0	2	-1
COc1ccc(-c2nnn(CC(=O)NCCc3c[nH]c4ccccc34)n2)cc1OC	5	-9	0	18	·	·	·	·
COc1cc(CNCCNC(=O)c2nonc2N)ccc1OCc1ccc(Cl)nc1	-9	2	-7	1	9	·	2	-17
CCC(CC)C(=O)Nc1nnc(S(=O)(=O)N2CCc3ccccc32)s1	9	-6	-1	24	6	0	4	14
Cc1nc([N+](=O)[O-])c(NCCCO)n1Cc1ccccc1	4	2	·	·	3	0	13	-2
O=C(C[C@H]1C/C=C\CC[C@@H](Cc2ccc(F)cc2)C(=O)OC[C@H]2CCCN2C1=O)NCCO	-3	·	-11	4	18	-1	-5	-7
c1ccc(Cc2nc3ccccc3o2)cc1	·	-1	-8	-2	-24	0	·	·
NC(=O)c1ccc(C(F)(F)F)n(Cc2ccccc2Cl)c1=O	13	-16	1	-2	·	·	5	·
CO[C@H]1CC[C@@H]2CCOc3c(C#N)cccc3C(=O)N(C)C[C@@H](OC)[C@H](C)C(=O)N(C)C[C@H]1O2	7	·	·	·	7	·	8	6
CCOc1cc(/C=N/Nc2cccc(C(=O)O)c2)ccc1OC(=O)c1ccccc1	67*	-4	-2	·	64*	12	6	-48
CCC(C(=O)NC1CCCC1)n1nc(C)n2c(cc3occc32)c1=O (stereo unspecified)	-6	-7	-7	-4	-17	0	10	-2
O=C(CN1CCN(c2nc(-c3ccccc3)cs2)CC1)NCc1ccc2c(c1)OCO2	·	-7	15	1	27	·	-2	·
C[C@H](O)C#Cc1ccc2c(c1)O[C@@H](CN(C)Cc1ccc(-c3ccccc3)cc1)[C@H](C)CN([C@@H](C)CO)S2(=O)=O	87*	-16&5&6	-3	-4&14&69	20&8	-2&-1&-4	-26	67*!
CCOc1ccc(N=CC2=C(O)CC(c3ccco3)CC2=O)cc1 (stereo unspecified)	·	11	-1	1	-12	·	·	·
CC(C)NC(=O)N(C)C[C@@H]1Oc2c(NC(=O)c3ccncc3)cccc2C(=O)N([C@@H](C)CO)C[C@@H]1C	-5	6	-5[16.7 µM]	1	-49	-2	0	-8
Nc1cc(N)nc(SCC(=O)NC(=O)NC2CCCC2)n1	-24	·	·	2	19	12	-2	-3
COc1ccc(C(=O)OCC(=O)NC(C)(C)C)cc1[N+](=O)[O-]	26	·	·	·	-16	-1	1	5
COc1ccc(S(=O)(=O)N(C)C[C@@H]2Oc3ccc(N(C)C)cc3CC(=O)N([C@H](C)CO)C[C@@H]2C)cc1	-21	-10	0[16.7 µM]	-12	-12	0	-2	-18
COc1ccccc1CN1CC(C(=O)N(C)Cc2[nH]c3ccccc3c2C)CCC1=O (stereo unspecified)	·	-2	29	5	-18	-2	-5	-2
COc1cc([N+](=O)[O-])ccc1NC(=O)NNC(=O)C(C)Oc1ccc(F)cc1F (stereo unspecified)	-1	-1	·	-1	11	1	·	·
CC1(C)CC(=O)C=C(c2cccc(OC(=O)c3ccc(Br)cc3)c2)C1=O	15	2	-7	8	-1	-1	·	-5
C=C1CCC2C(C)(C(=O)O)CCCC2(C)C1CCC(CO)CCO (stereo unspecified)	·	1	-1	1	10	6	·	-8
CC(C)c1ccc(NC(=O)C2CCCN(S(=O)(=O)c3cccnc3)C2)cc1 (stereo unspecified)	18	·	6	0	3	0	9	8
Cc1ccc2c(C(=O)CN3CCC(C(N)=O)CC3)c(C)[nH]c2c1	·	4	-2	-1	-2	-1	·	·

Screening results deposited in PubChem BioAssay by Broad Institute.
